# High-throughput results: PubChem, The Scripps Research Institute Molecular Screening Center
# ASAP1 GAP inh: inhibitors of human ASAP1 ArfGAP activity; ASAP1-stimulated ARF1 GTP hydrolysis, GDP FP detection; Q9ULH1; 0.19% of 360,000 active; inhibition, % at 16.5 µM; in the data active = inhibition above about 25%;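 also: 0% = vehicle with enzyme and substrate and 100% = no enzyme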
# DDE Tn7 FP inh: DD(E)-Tn7 binding inhibition, primary FP screen; FP displacement of FITC-Tn7 peptide from fibrin DD(E); 0% = median of compound wells per plate; P02675; inhibition, % at 8.3 µM; 0.13% of 370,000 active; AID 720508;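 active = inhibition above the mean of compounds falling within the control limits plus 3 SD of them, cut at about 14% in these data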;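 also: 0% = plate median of compound wells and 100% = 10 µM Aha-Tn7 peptide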
# Target sequence (P02675 whole entry, looked up): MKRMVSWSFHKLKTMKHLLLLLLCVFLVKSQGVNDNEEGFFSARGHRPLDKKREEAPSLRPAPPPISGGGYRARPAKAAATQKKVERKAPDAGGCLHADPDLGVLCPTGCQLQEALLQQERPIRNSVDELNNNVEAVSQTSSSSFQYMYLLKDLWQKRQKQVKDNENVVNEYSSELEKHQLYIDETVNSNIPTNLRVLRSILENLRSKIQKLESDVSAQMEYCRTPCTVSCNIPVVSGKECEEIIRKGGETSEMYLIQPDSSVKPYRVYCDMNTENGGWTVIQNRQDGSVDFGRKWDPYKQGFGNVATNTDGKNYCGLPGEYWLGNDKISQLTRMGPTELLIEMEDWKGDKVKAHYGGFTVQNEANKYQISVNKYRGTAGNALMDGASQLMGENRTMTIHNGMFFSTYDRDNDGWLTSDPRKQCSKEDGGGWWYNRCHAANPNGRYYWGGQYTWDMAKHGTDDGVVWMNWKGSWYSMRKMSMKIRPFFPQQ
#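 system = human fibrin DD(E) protein | quantity = DD(E) 2 µM final | medium = Tris/NaCl/CaCl2 buffer, pH 7.8 | also added = labelled Tn7 tracer, 0.1 µM | compound dosing = single point at 8.3 µM | timing = compound with protein 10 min, then 3 h after probe, room temperature | signal = FP measurement | benchmarks = Aha-Tn7 high control | repeats = one replicate per compound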
# KLK7 zymogen act: activates the human kallikrein-7 zymogen. P49862. purified proKLK7, EDANS-DABCYL substrate fluorescence; 100% is mature enzyme control, 0% vehicle. activation, % at 7 µM. 0.9% of 370,000 active. AID 652039;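 active = activation above the mean of all tested compounds plus 3 SD, computed per campaign excluding outliers beyond control limits, cut at about 13% in these data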
# ADAM10 inh: inhibits human ADAM10; inhibition, % at 7 µM; recombinant ADAM10, EDANS/DABCYL FRET peptide cleavage, 3 h; AID 720582; O14672; 0.62% of 370,000 active;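 active = inhibition above a per-campaign cutoff equal to the mean of compounds falling between control-based bounds plus 3 SD, cut at about 20% in these data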;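 also: 0% = DMSO wells while the 100% control is not disclosed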
# Target sequence (O14672 214-748 limits assumed): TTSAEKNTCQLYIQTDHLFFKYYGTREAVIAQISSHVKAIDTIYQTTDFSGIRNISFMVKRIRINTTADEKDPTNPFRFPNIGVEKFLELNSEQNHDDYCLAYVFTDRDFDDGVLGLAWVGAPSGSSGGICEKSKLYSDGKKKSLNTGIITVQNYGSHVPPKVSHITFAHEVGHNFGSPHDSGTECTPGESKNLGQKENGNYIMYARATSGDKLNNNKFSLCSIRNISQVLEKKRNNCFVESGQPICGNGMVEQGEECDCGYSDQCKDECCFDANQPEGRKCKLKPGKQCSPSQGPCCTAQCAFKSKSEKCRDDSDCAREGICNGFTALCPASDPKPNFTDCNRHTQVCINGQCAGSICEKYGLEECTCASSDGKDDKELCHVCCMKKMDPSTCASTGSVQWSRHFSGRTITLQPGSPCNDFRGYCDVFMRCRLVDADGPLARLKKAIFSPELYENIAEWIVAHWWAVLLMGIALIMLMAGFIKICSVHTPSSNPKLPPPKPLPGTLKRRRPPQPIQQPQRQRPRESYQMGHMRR
# ADAM17 inh: inhibitors of human ADAM17; inhibition, % at 6.95 µM; P78536; 0.83% of 370,000 active; recombinant ADAM17, EDANS/DABCYL FRET peptide cleavage;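 active = inhibition above the mean of compounds lying between control limits plus 3 SD, set per campaign, cut at about 8.5% in these data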;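 also: 0% = DMSO-only wells as the low control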
# PLCg1 inh: PLC-gamma1 (human) inhibition, primary screen. P19174. purified PLC-gamma1, fluorogenic substrate, fluorescence. inhibition, % at 12.2 µM. 0.84% of 370,000 active; in the data active = inhibition above about 9.5%
# ARFGAP1 inh: rat ARFGAP1 inhibition | Arfgap1-stimulated ARF1 GTP hydrolysis, GDP FP detection | AID 651572 | inhibition, % at 16.5 µM | 0.26% of 360,000 active;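 active = inhibition above a per-plate limit, mean inhibition of low control wells plus 3 SD, cut at about 25% in these data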;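 also: 0% = DMSO wells with enzyme and 100% = wells lacking Arfgap1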
#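 System: truncated rat Arfgap1 GAP domain / Medium: HEPES-based buffer, pH 7.5 / Also added: N-terminally truncated human ARF1-GTP substrate / Incubation: enzyme reaction 120 min at 25 °C after 20 min preincubation / Measured by: FP of antibody-bound GDP Alexa 633 tracer, ex 620/em 688 nm / Replicates: singlicate, each compound tested once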
# DDE Tn6 FP inh: inhibitors of Tn6 peptide binding to human fibrin DD(E). P02675. Fibrin DD(E) TRITC-Tn6 fluorescence polarization displacement. inhibition, % at 8.3 µM. 0.21% of 370,000 active. AID 720509;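 active = inhibition above a per-campaign cutoff: mean of compounds within control limits plus 3 SD, cut at about 15% in these data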;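 also: 0% = median of all compound wells on the plate and 100% = blocking peptide control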
# TDP2 absorb: TDP2 (human) inhibition, absorbance primary screen; O95551; recombinant TDP2, T5PNP hydrolysis, p-nitrophenol absorbance 415 nm; AID 720702; inhibition, % at 12.8 µM; 0.34% of 370,000 active;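 active = inhibition above the mean of all tested compounds plus 3 SD, set per campaign, cut at about 25% in these data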;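 also: 0% = DMSO with enzyme and 100% = buffer with substrate but no TDP2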
#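 test system = human TDP2 enzyme | input = TDP2 enzyme at 120 nM final | medium = 50 mM Tris-HCl pH 7.5 with Mg2+, KCl, DTT, BSA | also added = T5PNP substrate, 5 mM | times = 2 h at 37 °C | technique = epi absorbance | benchmarks = high control without enzyme, low control DMSO plus TDP2 | replication = each compound tested once, singlicate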
# LEDGF integ inh: blocks HIV-1 LEDGF/p75-dependent DNA integration | AID 743269 | 0.64% of 370,000 active | TR-FRET IN-LEDGF/p75 DNA integration, Eu/Cy5 | inhibition, % at 3.7 µM;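 active = inhibition above the screen-wide mean plus 3 SD, cut at about 13% in these data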;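 also: signal is the Cy5 over europium emission ratio at 671 and 618 nm; 0% = plate median of compound wells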
# * marks the source's active call; other numbers are inactive results; . = no result given.
# The line under a structure holds: ADAM17 inh	ADAM10 inh	KLK7 zymogen act	ARFGAP1 inh	PLCg1 inh	DDE Tn7 FP inh	ASAP1 GAP inh	LEDGF integ inh	DDE Tn6 FP inh	TDP2 absorb
CC(C)CCC(CCNCc1ccccn1)c1ccc2c(c1)OCO2 (configuration not stated)
→ -1	-10	0.3	1	7	-8	-2	7	-5	6
C[C@@H]1CN([C@H](C)CO)C(=O)c2cc(NC(=O)c3ccncc3)ccc2O[C@@H]1CN(C)C(=O)Nc1ccccc1
→ -1	-4	-0.5	2	0	-6	3	-1	-1	-1
NC(=S)Nc1ncc(CCN2CCOCC2)c(-c2ccc(F)cc2)n1
→ -8	-1	-0.3	-1	-2	2	15	-3	0	8
N/C(Cc1ccc([N+](=O)[O-])cc1)=N\OC(=O)c1ccccc1Br
→ -2	-3	-0.5	7	-4	5	-7	0	11	8
Cc1c(Cl)cccc1NC(=S)NCC(c1cccnc1)N(C)C (configuration not stated)
→ 2	-1	0.4	5	3	2	-3	-1	2	-9
Cc1ccc2c(CC(=O)Nc3cccc(S(=O)(=O)N4CCOCC4)c3)coc2c1
→ -1	8	0.7	-9	0	10	-10	-3	10	11
O=C(O)c1ccc(NN=Cc2cc(=O)[nH]c(=O)[nH]2)cc1
→ -1	-8	0.3	1	-5	1	8	-2	-1	0
Cc1cc2oc(=O)cc(C)c2cc1NC(=O)CCC(=O)O
→ -38	-128	0.4	16	-60	4	-3	-3	11	-1
CCOC(=O)c1cnn(CCOC(=O)c2cccc(F)c2)c1NC(=O)c1cccc(F)c1
→ 0	3	0.8	0	12*	-4	3	6	2	-11
CCOc1ccccc1Nc1nc2ccccc2[nH]1
→ 3	1	-0.2	1	3	-2	-1	-4	4	-10
COc1ccc(-n2c(=O)c3ccccc3n(Cc3cccc(C)c3)c2=O)cc1OC
→ -3	-5	-0.2	5	1	8	5	-3	-1	-1
O=S(=O)(NCc1cccs1)c1ccccc1Cl
→ -2	-2	0.3	0	2	0	-3	-2	6	3
Cc1cccc(N2C(=O)/C(=C\c3ccc(OC(F)F)cc3)c3ccccc3C2=O)c1
→ 3	12	-0.4	6	-7	-3	2	2	0	-9
Cc1cc(OCCCC(=O)NNC(=O)c2ccncc2)ccc1Cl
→ -3	-12	-0.1	4	2	-7	-4	0	4	6
CCSCC1COC(c2cccn2Cc2ccc(C)cc2)=N1 (configuration not stated)
→ -3	2	-0.1	-5	-2	5	-12	-3	-2	9
Cc1cc(Cl)ccc1OCc1n[nH]c(=S)n1C1CCCCC1
→ 9.3*	9	-0.3	0	-1	0	12	-7	-7	-9
O=C(O)c1ccc(N2C(=O)c3ccccc3C2=O)cc1[N+](=O)[O-]
→ -1	-8	-0.3	3	4	6	-1	3	4	1
Cc1ccccc1C(=O)c1ccc2c(c1)n(C)c(=O)n2C
→ -5	-7	-0.2	-4	0	-3	2	3	-2	-1
CCOc1ncccc1C(=O)N=c1sccn1C
→ 7	-14	0.1	-2	12*	-7	2	8	1	-14
O=C(CCC(=O)N/N=C/c1cc(Cl)cc(Cl)c1O)NCc1ccccc1
→ -20	-56	-7.3	-1	-72	2	-6	-2	6	6
CN(C)CCCNC(=O)c1ccc2[nH]c3ccccc3c2c1
→ -44	-181	3.1	13	-57	-2	8	-5	-1	-9
CC(C)c1ccc(NC(=O)COC(=O)Cn2cnc3c2c(=O)n(C)c(=O)n3C)cc1
→ -2	-3	-0.2	3	0	-4	12	-1	1	6
CCOc1ccc(/C=N/NC(=S)NC2CC3CC2C2C=CCC32)cc1 (configuration not stated)
→ -5	1	-0.1	-6	-3	6	7	-2	3	1
CCOC(=O)C(C(=O)OCC)C(C)C#CCN1CCCCC1 (configuration not stated)
→ -6	-4	0.1	12	0	5	-5	3	2	1
COC(=O)c1ccccc1Sc1c(/C=N/OCc2ccc(Cl)cc2)c(C(F)(F)F)nn1C
→ -5	-2	0.3	-3	0	7	-2	4	-2	3
Cc1cc(/C=C(\C#N)C(=O)OCC(=O)NC(=O)NC(C)(C)C)c(C)n1CCC(C)C
→ -5	-9	0.3	8	-10	-3	0	2	3	-7
Clc1ccc(C2=Nn3c(nnc3-c3n[nH]c4c3CCC4)SC2)cc1Cl
→ -1	4	-0.1	-3	2	3	0	1	5	7
Cc1ccc(-c2cc(-c3ccccc3Cl)c(C#N)c(N)n2)o1
→ -113	-453	-0.4	11	-134	-1	-18	3	-2	1
COc1ccc(C(=O)ON=C2c3ccccc3-c3ccccc32)cc1OC
→ 0	2	-0.1	7	-1	-3	-9	0	3	11
Cc1ccc(NC(=O)COC(=O)/C=C/c2c(C)nn(-c3ccc(F)cc3)c2Cl)cc1F
→ -4	-13	-0.4	3	0	2	-13	-4	-2	7
Cn1c(=O)c2c(ncn2CC(=O)N2CCc3ccccc3C2)n(C)c1=O
→ 0	6	-0.1	7	2	1	-11	1	-4	-4
O=C(CSc1ccc(Cl)cc1)NCc1ccncc1
→ -1	3	-0.1	-3	0	1	-2	4	-1	5
Cc1c(C)c2ccc(OCC(=O)N3CC[C@@]4(O)CCCC[C@H]4C3)c(C)c2oc1=O
→ -37	-174	-0.4	2	-6	0	1	-1	-7	-3
CC(=N/O)/C(C)=N\NC(=O)c1ccccn1
→ 0	-5	-0.2	1	2	-2	11	6	1	-5
COC(=O)c1[nH]c2ccccc2c1NC(=O)CCN1CCSCC1
→ -7	-27	0.7	-2	-3	1	13	3	2	1
c1ccc(N2CCOCCOCCOCCOCC2)cc1
→ 1	7	-0.4	3	12*	-6	8	5	0	-29
COC(=O)[C@H](CCSC)NC(=O)NCCc1ccccc1F
→ -3	2	0.8	-9	1	8	-11	0	-4	10
Nc1nnnn1CC(=O)N/N=C/C=C/c1ccccc1
→ 5	5	-0.7	-10	5	4	2	5	-2	-11
CCc1[nH]nc(C(=O)NC2CCCc3c2cnn3-c2cc(C)cc(C)c2)c1C (configuration not stated)
→ 2	4	-0.1	0	-2	13	9	1	3	5
O=C(NN=C1C2CC3CC(C2)CC1C3)c1cccc(S(=O)(=O)N2CCOCC2)c1
→ -1	0	-0.3	-1	-2	2	7	-2	-2	0
COc1ccc2nc(C(C)O)[nH]c2c1 (configuration not stated)
→ -4	-7	-0.6	10	-1	1	0	3	-8	-7
CC(=O)c1ccccc1Oc1ncnc(N)c1[N+](=O)[O-]
→ 2	10	-0.3	-3	2	1	0	2	-4	-12
CC(SCC(=O)NC12CC3CC(CC(C3)C1)C2)C(=O)O (configuration not stated)
→ 0	-6	-0.2	15	0	3	-7	-6	0	-9
CCOc1cc(C(=O)OCC(=O)c2c(C)[nH]c3ccccc23)ccc1OCC(=O)N1CCOCC1
→ 0	4	0.9	-6	0	8	-14	0	-3	-4
Cc1ccc(CSc2ncnc3c2cnn3-c2ccccc2)cc1
→ 0	1	-0.6	5	-2	3	-7	-1	1	-6
CCN1C(=O)[C@@H]2[C@H](C1=O)[C@@H]1C(=O)Nc3ccccc3C(=O)N1[C@@H]2c1ccccc1
→ -4	-16	-1.3	4	-6	-2	-1	0	3	10
COc1ccc(S(=O)(=O)N2CCNCC2)cc1OC
→ -3	1	0.0	9	1	-2	3	0	-3	5
CCn1c(C)nc2cc(C(=O)N/N=C/c3ccccc3C)ccc21
→ -2	2	0.1	-9	-1	-3	-6	0	-10	-6
CC1=C(C(=O)Nc2ccccc2)C(c2cccs2)NC(=O)N1 (configuration not stated)
→ 0	-11	0.0	-6	1	9	-8	-4	9	-10
COc1ccc(CNC(=O)CSc2nc3c(oc4ccccc43)c(=O)n2CC2CCCO2)cc1 (configuration not stated)
→ -2	0	0.4	6	5	9	0	1	-2	7
O=C(c1ccc(Cl)nc1)N1CCC(Cc2ccccc2)CC1
→ 2	9	0.2	5	3	2	14	2	-9	-17
COc1ccc(/C=C/C(=O)NNC(=O)c2ccncc2)c(OC)c1
→ 1	-15	-0.5	-8	4	-4	15	2	3	-12
O=C(COc1ccc(F)cc1F)Nc1cccnc1
→ -2	2	-0.1	11	0	2	9	1	1	4
O=C(CCc1nnc(COc2ccccc2)o1)NCCc1cccs1
→ -3	4	-0.1	-2	3	6	-7	4	0	-4
Cc1cccc(NC(=O)CSc2nnnn2C2CCCC2)c1
→ 1	4	0.4	2	4	-3	17	0	-2	-10
O=C1CC2(CCCC2)Oc2ccccc21
→ 0	8	-0.2	10	1	2	-6	0	-1	9
CC(OC(=O)CCCc1nc2ccccc2s1)C(=O)NC(N)=O (configuration not stated)
→ 1	11	0.7	-2	5	-9	-7	3	-5	-8
C=CCN1[C@H](C)COc2cccc(N3CCCC3)c2S1(=O)=O
→ 0	-7	0.5	.	-4	5	.	-1	-5	11
O=C(CNC(=O)c1ccccc1F)NCCN1C(=O)S/C(=C\c2ccc3c(c2)OCO3)C1=O
→ 3	-4	0.3	-11	3	0	-7	3	0	-1
COC(=O)CCN(C(=O)c1ccc(Cl)c([N+](=O)[O-])c1)c1ccccn1
→ -3	1	0.7	-11	2	0	5	1	6	0

# (next part)
# The line under a structure holds: ADAM17 inh	ADAM10 inh	KLK7 zymogen act	ARFGAP1 inh	PLCg1 inh	DDE Tn7 FP inh	ASAP1 GAP inh	LEDGF integ inh	DDE Tn6 FP inh	TDP2 absorb
Cc1ccc(C)c(NC(=S)N2CCC(NC(=O)c3ccccc3)CC2)c1
→ 1	-1	0.2	3	1	-1	1	3	-8	16
CCOC(=O)CSc1nc2ccccc2c(=O)n1CC1CCCO1 (configuration not stated)
→ -2	0	-0.7	5	1	4	-10	1	8	0
O=[N+]([O-])c1cc(/C=N\O)ccc1Oc1ccc(F)cc1
→ 5	2	0.1	-9	3	-5	4	3	-2	3
C#Cc1ccc([C@H]2C=C(C(=O)NCc3ccccc3)O[C@@H](OCC)[C@@H]2CCCO)cc1
→ 0	1	0.2	0	-3	-4	3	1	4	8
O=C(CNC(=O)c1cccc(Cl)c1)N/N=C/c1cccnc1
→ -5	-2	0.2	-9	-2	7	-17	-2	10	3
CCn1c(CNC(=O)c2ccco2)nnc1SCC(=O)c1ccc(F)cc1
→ -1	-2	0.3	12	1	-4	1	8	1	1
CCOC(=O)c1c(NC(=O)Cn2nc(C(F)(F)F)cc2C)sc(C)c1C
→ 0	-1	0.1	-4	-1	5	-11	-4	4	0
CC(=O)NN1C(=O)/C(=C2/Sc3ccc(Cl)cc3N2C)SC1=S
→ -4	-4	-0.8	3	0	-1	-1	-2	1	-14
Cc1c(C)c(C)c(CN2CCCC2)c(C)c1C
→ -1	3	0.2	3	-2	5	7	-2	4	-10
